High-throughput results (PubChem BioAssay)
bIAP activator – bovine intestinal alkaline phosphatase activators, primary screen, biochemical, bovine IAP, CDP-star luminescence | hit rate 0.17% among 200,000 | purified bovine IAP, 30 min; active compounds read high; fold of DMSO-control signal, blank-subtracted | activation factor at 20 µM | alkaline phosphatase, intestinal [Bos taurus];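 active = activation factor of 2 or more at 20 µM, a signal rise over negative controls twice the positive control's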
PPARg SRC2 recr – agonists of PPARg-SRC-2 recruitment, primary screen, biochemical, HTS | Peroxisome proliferator-activated receptor gamma (Homo sapiens), P37231 | PPARgamma LBD-SRC-2 recruitment | activation, % at 8 µM | hit rate 0.34% among 200,000 | AID 1032, 2008; in the data active = activation above about 22%;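 note: 0% = vehicle and 100% = reference agonist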
Target sequence (P37231 whole entry, looked up, the tested form may be a part): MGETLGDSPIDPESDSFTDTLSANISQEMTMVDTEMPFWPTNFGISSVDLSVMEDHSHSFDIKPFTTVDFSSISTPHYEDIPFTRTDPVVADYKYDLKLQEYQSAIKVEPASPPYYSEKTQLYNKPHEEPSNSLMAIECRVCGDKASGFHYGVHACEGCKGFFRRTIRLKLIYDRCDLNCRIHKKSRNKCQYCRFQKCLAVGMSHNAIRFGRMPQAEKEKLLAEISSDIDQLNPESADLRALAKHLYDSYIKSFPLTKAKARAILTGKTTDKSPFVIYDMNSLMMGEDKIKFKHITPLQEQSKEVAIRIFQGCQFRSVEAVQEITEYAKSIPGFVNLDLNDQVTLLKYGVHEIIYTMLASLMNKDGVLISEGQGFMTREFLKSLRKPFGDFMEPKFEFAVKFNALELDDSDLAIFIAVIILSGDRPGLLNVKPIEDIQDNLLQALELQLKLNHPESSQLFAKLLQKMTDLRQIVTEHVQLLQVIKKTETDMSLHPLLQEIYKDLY
bIAP inhibitor – bovine intestinal alkaline phosphatase inhibitors, primary screen, selectivity assay for TNAP inhibitor project, biochemical, bovine IAP, CDP-star luminescence. alkaline phosphatase, intestinal [Bos taurus]. purified bovine IAP, 30 min. inhibition, % at 20 µM. 190,000 tested, under 10 active;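 active = over 50% inhibition of intestinal alkaline phosphatase at 20 µM in the single-dose screen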
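System: Purified bovine intestinal alkaline phosphatase (IAP) enzyme | Input: IAP diluted 1/65,000,000 in the well | Also added: CDP-star chemiluminescent phosphatase substrate, 30 µM final | Dosing: 20 µM single dose | Times: Enzyme reaction for 30 min at room temperature | Detection: Luminescence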
PPARg SRC3 recr – PPARgamma agonists recruiting SRC-3 coactivator, primary screen, biochemical; AID 731, 2007; Peroxisome proliferator-activated receptor gamma (Homo sapiens), P37231; hit rate 0.26% among 200,000; activation, % at 8 µM; biochemical PPARgamma/SRC-3 coactivator recruitment assay; in the data active = activation above about 23%;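 note: 0% = DMSO and 100% = reference agonist; some compounds past the cut are filed as inactive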
TNAP act hiacc – TNAP activators at high phosphate acceptor level, primary screen, biochemical, luminescence, uHTS; AID 1136, 2008; purified TNAP, CDP-star luminescence, 1 M DEA, 30 min; active compounds read high; 0 = EDTA background, 1 = DMSO-only activity; 200,000 tested, under 10 active; activation factor at 20 µM;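 active = activation factor at least 2 at 20 µM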
Target sequence (P05186 whole entry, looked up): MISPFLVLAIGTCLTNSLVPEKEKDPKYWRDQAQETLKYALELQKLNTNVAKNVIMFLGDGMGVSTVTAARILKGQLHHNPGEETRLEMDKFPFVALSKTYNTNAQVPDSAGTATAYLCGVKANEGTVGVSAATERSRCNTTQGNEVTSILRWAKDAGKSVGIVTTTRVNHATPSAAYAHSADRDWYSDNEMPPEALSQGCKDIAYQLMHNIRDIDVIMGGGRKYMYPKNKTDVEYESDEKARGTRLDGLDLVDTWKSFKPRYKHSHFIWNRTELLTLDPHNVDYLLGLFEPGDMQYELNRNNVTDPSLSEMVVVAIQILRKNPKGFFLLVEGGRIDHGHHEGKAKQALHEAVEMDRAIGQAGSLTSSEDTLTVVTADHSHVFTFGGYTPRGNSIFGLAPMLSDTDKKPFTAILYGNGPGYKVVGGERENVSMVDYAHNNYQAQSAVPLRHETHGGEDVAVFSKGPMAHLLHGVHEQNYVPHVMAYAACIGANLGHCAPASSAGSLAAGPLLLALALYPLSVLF
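Measured by: Luminescent substrate turnover signal | Test system: Human TNAP | Input: TNAP 1/800 final | Dosing: 20 µM single point | Schedule: 30 min, room temperature | Controls: EDTA wells as negative control, DMSO wells as positive control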
TR-FRET SRC-2 ct – TR-FRET signal artefacts, primary screen, artefact control for PPARgamma SRC-2 agonist project, biochemical. TR-FRET artefact counter-screen; active compounds read high. TR-FRET ratio at 8 µM. hit rate 0.4% among 200,000; in the data active = TR-FRET ratio above about 2000; note: inactives centre near 1500
TNAP inh hi DEA – human TNAP enzyme inhibitors, primary screen, biochemical, luminescent, high phosphate acceptor level, uHTS. Alkaline phosphatase, tissue-nonspecific isozyme (Homo sapiens), P05186. purified TNAP, CDP-star luminescence, 1 M DEA. inhibition, % at 20 µM. hit rate 0.03% among 200,000. AID 1135, 2008;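 active = over 50% inhibition of tissue-nonspecific alkaline phosphatase at 20 µM in the single-dose screen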;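 note: plate controls were DMSO wells for no effect and EDTA-quenched wells as full inhibition for full effect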
HMGR II inh – inhibitors of E. faecalis class II HMGR, primary screen, biochemical, Enterococcus faecalis | purified E. faecalis HMGR, NADPH absorbance 340 nm kinetic | inhibition, % at 10 µM | hit rate 0.41% among 190,000 | AID 1066, 2008;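 active = inhibition above a set limit, the median over all tested compounds plus 3 SD, cut at about 9.5% in these data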;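 note: enzyme runs in reverse so mevalonate oxidation gives rising NADPH absorbance; 0% = complete reaction with DMSO and 100% = background rate lacking mevalonate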
TNAP inh noacc – human TNAP enzyme inhibitors, primary screen, biochemical, luminescent, no phosphate acceptor, uHTS; Alkaline phosphatase, tissue-nonspecific isozyme (Homo sapiens), P05186; purified TNAP, CDP-star luminescence, 30 min; inhibition, % at 20 µM; hit rate 0.26% among 200,000;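 active = tissue-nonspecific alkaline phosphatase inhibition above about 50% at 20 µM in the single-dose screen, limit read from the data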;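 note: 0% = DMSO negative control and 100% = EDTA positive control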
PPARg SRC-1 ag – PPARgamma agonists recruiting SRC-1 coactivator, primary screen, biochemical; Peroxisome proliferator-activated receptor gamma (Homo sapiens), P37231; PPARgamma-SRC-1 coactivator recruitment biochemical assay; activation, % at 8 µM; hit rate 0.41% among 200,000; AID 631, 2007; in the data active = activation above about 19%;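 note: 0% = DMSO and 100% = reference agonist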
Numbers without * were called inactive; · = not tested or not shown. Hits appear at their usual frequency; any-hit rate near 1.6%.

SMILES	bIAP activator	PPARg SRC2 recr	bIAP inhibitor	PPARg SRC3 recr	TNAP act hiacc	TR-FRET SRC-2 ct	TNAP inh hi DEA	HMGR II inh	TNAP inh noacc	PPARg SRC-1 ag
O=C(Cc1nn[nH]n1)NCc1ccccc1Cl	1.1	12	-8	0	1	1486	-1	-5	-3	-1
CC(C)c1ccccc1NC(=O)COC(=O)c1c2c(nc3ccccc13)CCN(Cc1ccccc1)C2	1.2	-7	-20	2	1	1462	-5	-1	-11	1
COc1ccc(/C=N/NC(=O)CN2CCSCC2)cc1C	1	1	5	0	1	1628	-2	0	-2	8
Cc1ccc(S(=O)(=O)c2c(C)cc(C)nc2N2CCCC2)cc1	1	-4	5	0	1.1	1622	-7	-6	-6	0
CC(C)n1c(CN2CCN(C)CC2)nc2c1c(=O)n(C)c(=O)n2C	·	7	·	-6	·	1443	·	·	·	2
COC(=O)c1c(-c2ccc(C)cc2)csc1NC(=O)Cc1ccc(OC)c(OC)c1	1	3	-2	7	1	1502	-2	-2	-14	10
CC(=O)N(c1ccccc1C)S(=O)(=O)c1ccc(Cl)cc1	1	2	0	2	1	1613	-5	2	-14	6
C=CCNc1nc(Nc2ccc([N+](=O)[O-])cc2)nc(OCC)n1	1	8	0	4	1	1576	3	-6	-12	2
CC1(C)CC(=O)c2cnc3c(C#N)cnn3c2C1	1.1	-8	-13	-1	1	1587	-4	-6	3	4
O=C(CCSCCc1ccccn1)Nc1c(F)cc(F)cc1Br	1.1	0	-6	1	1	1517	-2	-1	-7	-1
Cn1nc(C(=O)NCc2ccccn2)c2ccccc2c1=O	·	7	·	-9	·	1552	·	-2	·	2
Cc1cc2cc(CN3C(=O)c4ccccc4C3=O)ccc2n1C	0.9	6	8	0	1	1840	-4	3	-8	2
COc1cccc(NC(=O)c2cc(C(=O)Nc3cccc(OC)c3)n(C)n2)c1	0.9	6	13	3	1	1521	2	1	-4	-2
COc1cc2c(C#N)c(N3CCN(c4ccccc4OC)CC3)nc(N)c2c(N)n1	1.1	2	-11	1	1	1512	0	0	-2	7
COC(=O)CSc1nc(NC(C)(C)C)nc(N(C)C)n1	1.2	13	-16	3	1	1691	-1	-1	-5	0
O=C(O)CC1CCS(=O)(=O)C1 (stereo not drawn)	1.1	5	-9	7	1	1765	-5	-2	-14	9
CSCCNC(=O)c1ccc(OC2CCN(CCc3ccccc3)CC2)cc1	1	-7	0	-8	1	1571	-3	-3	-11	4
CCCCCCCCCCn1c2c(c(=N)c3c1CCC3)CCC2	1.1	-2	-12	-3	1.1	1448	-13	-5	-21	6
CCC(CCC(=O)Nc1ccn(-c2ccccc2)n1)C(=O)O (stereo not drawn)	1.1	-4	-5	-4	1.1	1439	-6	-3	3	-5
Cc1ccc(NC(=O)CSc2nc3ccccc3c(=O)n2CCCC(=O)NCCCN2CCOCC2)cc1C	1.3	-7	-30	4	1.1	1593	-8	-2	-8	-9
O=C(CCl)Nc1cc2[nH]c(=O)[nH]c2cc1Br	1.1	5	-8	-3	1	1667	-1	3	1	2
CCCN(CCC)CCCOC(=O)c1ccc(Cl)cc1Cl	1	2	0	-2	1	1505	-3	-4	-7	3
Cc1sc(NC(=S)NC(=O)c2cccs2)nc1-c1ccc(C(C)C)cc1	0.5	-4	·	-8	0.9	1471	8	-5	2	-3
CSc1ncc(S(=O)(=O)c2ccccc2)c(=O)[nH]1	1.1	2	-6	2	1	1432	-2	-1	-5	-2
CCOC(=O)CSC1=C(C#N)C(c2ccc(C)o2)CC(=O)N1 (stereo not drawn)	0.9	1	12	7	1	1488	3	2	-6	5
O=c1cc(-c2ccccc2)nc(SCc2ccc(Cl)cc2)[nH]1	0.9	-4	6	-3	1	1574	-4	-3	-8	-10
CCN(CC)C(=O)C1=C(C)Nc2nnnn2C1c1cccnc1 (stereo not drawn)	1	1	2	-6	1.1	1539	-7	-6	-11	-1
O=C(Nc1ccc2c(c1)oc1ccc(S(=O)(=O)N3CCCC3)cc12)C1CC1	0.9	0	11	-6	1	1334	-2	-7	-11	5
O=C(CCN1C(=O)c2cccc3cccc(c23)C1=O)N1CCN(Cc2ccc3c(c2)OCO3)CC1	1	-3	5	2	0.9	1520	6	-6	8	3
CC1=C(C(=O)OC2CCCC2)C(c2ccc(C)o2)C2=C(CC(c3cccs3)CC2=O)N1 (stereo not drawn)	0.9	7	7	-3	1	1392	0	-1	-7	-1
Cc1ccc2nc(-c3ccc(NC(=S)NC4CC(C)(C)NC(C)(C)C4)cc3)sc2c1	1.1	10	-15	7	1	1687	0	-2	-8	11
O=Cc1c(N2CCN(c3ccccc3)CC2)nc2ccccn2c1=O	1.1	14	-6	6	1	1782	2	2	0	-1
CCOc1ccc(OCc2ccc(C(=O)O)o2)cc1	0.9	11	6	6	1	1528	-1	-4	-17	3
Cc1n[nH]c(C)c1-c1nc2ccccc2[nH]1	0.9	-8	8	-8	1	1323	-3	-7	-10	-1
Cn1cc(/C=C2/SC(=O)N(CC(=O)Nc3ccc4c(c3)OCO4)C2=O)c2ccccc21	0.9	-5	14	19	1	1500	0	3	-8	8
CCOC(=O)CCC(NC(=O)CCCCC(=O)NC(CCC(=O)OCC)C(=O)OCC)C(=O)OCC (stereo not drawn)	0.9	9	8	1	1	1513	1	-2	-8	6
O=C1/C(=C\c2cccnc2)CN(Cc2ccccc2)C/C1=C\c1cccnc1	0.9	8	6	2	1	1756	-3	0	3	-1
COc1ccc(C(=O)N2CCN=C2SCc2cccnc2)cc1OC	1	-1	2	2	1.1	1692	-6	0	-15	-1
COc1ccc(CCNC(=O)c2cnc3n(c2=O)CCS3)cc1OC	0.9	-2	7	-8	1	1555	-2	-3	-8	-1
COc1ccc(C2C(C(=O)N3CCOCC3)CCC(=O)N2c2cc(OC)c(OC)c(OC)c2)cc1 (stereo not drawn)	1	9	1	7	1	1523	2	0	-10	-2
Cc1ccc(NCc2nnc(SCC(=O)O)n2Cc2ccccc2)cc1Cl	1.2	2	-19	3	1.1	1429	-6	4	-3	-1
COc1cc(NC(=O)c2cc(C)nc3ccccc23)cc(OC)c1OC	1	12	-1	4	1	1542	-5	-2	-12	2
Cc1occc1C(=O)NNC(=S)Nc1ccccc1	1.4	0	-40	8	1	1661	4	-1	-91	8
CCOc1c2ccc(C(=O)NCc3ccc(OC)cc3)cc2nn1CCOC	0.9	-3	5	0	1	1594	-4	-7	-9	2
COc1ccc(C2C3=C(CC(C)(C)CC3=O)Nc3c2c(=O)[nH]c2nc(C)nn32)cc1 (stereo not drawn)	1.1	-3	-6	-7	1	1381	-4	-6	-4	6
COc1ccc(S(=O)(=O)Nc2nc3ccccc3nc2NCc2ccc3c(c2)OCO3)cc1	0.9	-6	10	0	1	1431	-3	-3	3	-7
COc1ccc(C(=O)Nc2ccc3nc(C)sc3c2)cc1OC	0.9	4	5	-5	1	1465	0	3	-8	-3
CCOc1ccc2nc(C(C)O)[nH]c2c1 (stereo not drawn)	0.9	2	8	-12	1	1579	-4	-3	-11	0
CCn1c(SCc2nc3ccccc3c(=O)[nH]2)nnc1-c1ccncc1	0.9	-4	13	0	1.1	1736	-6	0	-11	2
CC/C=C\[C@H](O)[C@H](O)C1=C(C)C(=O)[C@]2(O1)C(=O)N[C@@](OC)(C(=O)c1ccccc1)C2O (stereo partly drawn)	1	10	0	4	1	1654	0	-2	0	-5

Entries of single compounds as entered above. Screens in order: bIAP activator, PPARg SRC2 recr, bIAP inhibitor, PPARg SRC3 recr, TNAP act hiacc, TR-FRET SRC-2 ct, TNAP inh hi DEA, HMGR II inh, TNAP inh noacc, PPARg SRC-1 ag
`Cc1ccc(NCc2nnc(SCC(=O)O)n2Cc2ccccc2)cc1Cl` in the list: 1.2, 2, -19, 3, 1.1, 1429, -6, 4, -3, -1
`COc1cc(NC(=O)c2cc(C)nc3ccccc23)cc(OC)c1OC` in the list: 1, 12, -1, 4, 1, 1542, -5, -2, -12, 2
`CCOc1c2ccc(C(=O)NCc3ccc(OC)cc3)cc2nn1CCOC` in the list: 0.9, -3, 5, 0, 1, 1594, -4, -7, -9, 2
`COc1ccc(C2C3=C(CC(C)(C)CC3=O)Nc3c2c(=O)[nH]c2nc(C)nn32)cc1` (stereo not drawn) in the list: 1.1, -3, -6, -7, 1, 1381, -4, -6, -4, 6

(cont.)
SMILES	bIAP activator	PPARg SRC2 recr	bIAP inhibitor	PPARg SRC3 recr	TNAP act hiacc	TR-FRET SRC-2 ct	TNAP inh hi DEA	HMGR II inh	TNAP inh noacc	PPARg SRC-1 ag
O=S(=O)(NC1=NCCC1)c1cccc(NC(=S)NCCc2ccccc2)c1	1	1	1	-1	1	1482	-3	-2	-8	0
COc1cc2c(cc1NC(=S)Nc1cccc(C)c1)oc1ccccc12	0.9	8	13	4	1	1744	-3	-3	-9	13
CCn1nc(NC(=O)c2ccncc2)c2cc3cccc(C)c3nc21	1	-6	-5	-13	1	1488	-2	-3	-9	3
CN(C)C(=O)CCN1CCOCC1	1	8	4	1	1	1447	-2	0	-9	-2
O=C1NCCN1C(=O)c1ccccc1F	1	0	4	-4	1	1581	-2	-4	-4	2
O=C(Nc1ccccc1C(=O)NC(Cc1ccccc1)C(=O)NC1CCCCC1)c1ccccc1 (stereo not drawn)	0.3	-6	·	3	1.2	1365	-18	1	-12	2
O=C(c1ccc(F)cc1)n1ccc(-c2cnc(-c3ccccc3)s2)n1	0.8	2	16	-9	1	1570	2	-7	-15	0
CC(C)CNC(=O)COC(=O)c1ccccc1OCC(=O)Nc1ccc(Br)cc1	1	24*	2	2	1	1704	0	5	2	1
CCOC(=O)C(NCc1ccco1)(NC(=O)c1ccccc1)C(F)(F)F (stereo not drawn)	0.9	8	7	-2	1	1668	-3	-2	-11	2
COC(=O)CSc1nc(-c2ccccc2)nc2ccc(F)cc12	1	-1	-1	0	1	1481	-2	-7	-8	-1
Cn1c(=O)cc(SCC(=O)NCc2ccc(F)cc2)c2ccccc21	1	18	0	16	1	2135*	-4	2	-15	25*
CCn1c(C(O)c2ccccc2)nc2ccccc21 (stereo not drawn)	1.6	-2	-56	9	1.1	1665	-7	-2	6	6
COc1ccc(CCNC(=O)c2cccs2)cc1OC	0.9	9	8	4	1.1	1689	-5	-2	-16	7
CCC(C)(C(=O)NC1CCCCC1)N(Cc1cccs1)C(=O)c1ccc(=O)[nH]c1 (stereo not drawn)	0.7	-13	31	-3	1	1478	0	-8	-16	-9
COc1ccc(CCNC(=O)COc2nncc3ccccc23)cc1	0.9	-2	10	-2	1	1603	-3	6	-10	-7
Cn1c(=O)[nH]c(=O)c2c1nc(Br)n2CCSc1ncccn1	0.9	1	10	0	1	1691	-1	0	-8	-3
